NOD2 inhibition = NOD2 signaling inhibitors, cell-based, luminescence, uHTS, HEK293 (AID 1566). inhibition, % at 4 µM, or EC50 in µM where a hit was titrated. HEK293 NOD2/NF-kB luciferase reporter, luminescence; higher % means a stronger effect. 0.63% of 290,000 active; also: many of its hits are not listed in these tables
Myeloid diff MLP = compounds promoting myeloid differentiation. ER-HoxA9 myeloid progenitors, lysozyme-GFP differentiation, flow cytometry. calls only at 10 µM. 1% of 360,000 active. AID 624256;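 active = normalized GFP-positive differentiation at or above the plate's own cutoff, the solvent-only control mean plus 3 SD; inconclusive = no clear call, values can overlap the other calls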;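 also: cells exposed to compound for four days before flow analysis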
KOR beta-arrestin-1 = kappa opioid receptor activators – cell-based, luminescence, uHTS, primary screen (AID 1777). KOR beta-arrestin recruitment, luminescence; higher % means a stronger effect. activation, % at 10 µM; hits with a dose series show EC50 in µM. 0.02% of 280,000 active; in the data active = activation above about 50%, passing the limit was not always enough; also: a part of the inactive calls stands beside numbers as strong as those of hits
NTR1 agonist = NTR1-driven beta-arrestin-GFP spot formation – imaging, U2OS cells, high content, primary screen (AID 493036). 0.17% of 330,000 active. agonist mode. P30989. activation, % at 20 µM;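 active = activation at or above 40% of the spot to cytoplasm intensity ratio, with at least 20 cells analyzed; inconclusive = wells under 20 cells, flagged as cytotoxic or low count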;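 also: 0% = DMSO without peptide and 100% = 100 nM NTR1 peptide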
Target sequence (P30989 whole entry, looked up): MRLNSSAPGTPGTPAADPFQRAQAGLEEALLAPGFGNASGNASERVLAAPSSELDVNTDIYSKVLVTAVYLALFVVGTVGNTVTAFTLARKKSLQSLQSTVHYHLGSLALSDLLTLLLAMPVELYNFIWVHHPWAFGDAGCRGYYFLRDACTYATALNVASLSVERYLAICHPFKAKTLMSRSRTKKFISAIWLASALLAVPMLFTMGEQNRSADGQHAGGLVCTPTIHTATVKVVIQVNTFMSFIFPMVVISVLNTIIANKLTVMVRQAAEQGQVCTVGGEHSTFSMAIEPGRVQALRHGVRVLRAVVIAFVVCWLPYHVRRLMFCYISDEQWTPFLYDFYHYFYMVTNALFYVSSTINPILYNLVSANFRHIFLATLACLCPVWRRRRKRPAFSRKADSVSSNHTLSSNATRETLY
GPR55 antagonists = GPR55 antagonists blocking LPI-driven arrestin recruitment, primary screen, imaging, U2OS, beta-arrestin-GFP, LPI agonist (AID 2013); U2OS GPR55 beta-arrestin-GFP translocation imaging, LPI antagonism; higher % means a stronger effect; one-dose inhibition, % at 10 µM; IC50 in µM for titrated hits; 0.13% of 290,000 active;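 active = spots per cell inhibited over 60%, with over 100 cells counted and total cytoplasm intensity under 500,000; inconclusive = wells with under 100 cells, flagged as likely toxic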;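 also: U2OS cells stably carrying GPR55 and arrestin-GFP stimulated by 5 µM LPI near EC80; imaged beta-arrestin-GFP aggregate spots per cell after agonist stimulation; plate controls were LPI-stimulated DMSO wells for no effect and DMSO wells without LPI for full effect; some results filed as inactive read as strong as hits; confirmed hits need IC50 under 10 µM and bright autofluorescent wells are also inconclusive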
NOD1 inhibition = NOD1 signaling inhibitors, primary screen, cell-based, luminescence, uHTS (AID 1578) | NOD1-driven NF-kB luciferase reporter cells, luminescence; higher % means a stronger effect | inhibition, % at 4 µM, or EC50 in µM where a hit was titrated | 1% of 290,000 active; in the data active = inhibition mostly above about 36%, no sharp cut-off; inactive = mostly below about 34%;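 also: HEK-293T reporter cells stimulated with the NOD1 agonist gamma-tri-DAP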
T cell modulator = modulates CD8 T cell binding to vesicles; 2C CD8+ T cell-vesicle binding, flow cytometry; active compounds read low; calls only at 7 µM; 0.068% of 330,000 active;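 active = response, share of CD8 T cells binding vesicles, and their 90th percentile fluorescence all below set limits, cut at about 80% in these data, passing the limit was not always enough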
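Also added: QL9-peptide-loaded Drosophila micro-vesicles bearing Ld, ICAM-1 and B7-1; Test system: purified 2C TCR transgenic mouse naive CD8+ T cells; Measured by: cytometric PE anti-B7-1 and Alexa647 anti-CD8 signals after 1% paraformaldehyde fixation; Timing: binding step 1.5 h, 37 °C, antibody labelling 20 min, ice.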
GPR55 activation = GPR55 agonists via beta-arrestin recruitment, primary screen, imaging, U2OS cells, beta-arrestin-GFP redistribution (AID 1961); 0.048% of 290,000 active; U2OS GPR55 beta-arrestin-GFP redistribution imaging; higher % means a stronger effect; activation, % at 10 µM; hits with a dose series show EC50 in µM;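 active = activation above 40% with more than 50 cells counted in the well; inconclusive = wells holding fewer than 50 cells, flagged as toxic or sparse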;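 also: U2OS osteosarcoma cells stably expressing GPR55 and beta-arrestin-GFP; plate controls were DMSO negative control for no effect and LPI positive control for full effect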
KOR beta-arrestin-2 = KOR antagonists, beta-arrestin recruitment, cell-based, luminescence, uHTS (AID 1778) | 0.091% of 290,000 active | one-dose inhibition, % at 10 µM; IC50 in µM for titrated hits | KOR beta-arrestin recruitment, luminescence, antagonist mode; higher % means a stronger effect; also: strong numbers were not always called active
T cell modulator vesicle-bound % = also measured in T cell modulator; calls as there; double positive events, %; measured here: CD8+ vesicle-bound cell fraction;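 binding gate set so that unloaded-vesicle control wells show 10% double positive cells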
NTR1 agonist cell count 20 µM = also measured in NTR1 agonist; calls as there; cell count; measured here: cell count, cytotoxicity flag
Myeloid diff MLP GFP+ MAC1+ % = recorded beside Myeloid diff MLP, whose call it bears; GFP+ MAC1+ double positive, %; measured here: differentiation confirmed by MAC1 staining
Numbers without * were called inactive; & = joins results of further samples; [ ] = remark or other dose. Rule as the data show it, unless noted: active = inhibition above about 50%; inactive = the rest.

Screening CCc1ccc(C(=O)COC(=O)CNC(=O)COc2ccccc2)cc1 returned NOD2 inhibition -2.7%, Myeloid diff MLP inactive, KOR beta-arrestin-1 -3.5%, NTR1 agonist 3.2, GPR55 antagonists -12.6%, NOD1 inhibition -27.2%, T cell modulator inactive, GPR55 activation -0.2%, KOR beta-arrestin-2 1.4%, T cell modulator vesicle-bound % 42.9, NTR1 agonist cell count 20 µM 87 and Myeloid diff MLP GFP+ MAC1+ % 0.5.
CCCOc1ccccc1/C=C(\C#N)C(=O)Nc1cccc(C)n1 was read as NOD2 inhibition -2.1%, Myeloid diff MLP active, KOR beta-arrestin-1 -5.3%, NTR1 agonist 8.0, GPR55 antagonists -10.7%, NOD1 inhibition 1.4%, T cell modulator inactive, GPR55 activation 1.5%, KOR beta-arrestin-2 4.1%, T cell modulator vesicle-bound % 20.9, NTR1 agonist cell count 20 µM 50 and Myeloid diff MLP GFP+ MAC1+ % 0.9*.
`Cc1cc(Nc2ccccc2Cl)n2nnnc2n1` gave NOD2 inhibition 13.6%, Myeloid diff MLP inactive, KOR beta-arrestin-1 -1.7%, NTR1 agonist -1.3, GPR55 antagonists 2.5%, NOD1 inhibition 7.5%, T cell modulator inactive, GPR55 activation -0.1%, KOR beta-arrestin-2 -39.9%, T cell modulator vesicle-bound % 32.4, NTR1 agonist cell count 20 µM 69 and Myeloid diff MLP GFP+ MAC1+ % 0.4.
Screening CCOc1ccccc1NC(=O)CN1C(=O)C(=O)N(Cc2ccco2)C1=O returned NOD2 inhibition 0.3%, Myeloid diff MLP inactive, KOR beta-arrestin-1 1.0%, NTR1 agonist 0.3, GPR55 antagonists 16.8%, NOD1 inhibition -26.2%, T cell modulator inactive, GPR55 activation -0.3%, KOR beta-arrestin-2 -19.2%, T cell modulator vesicle-bound % 1.9, NTR1 agonist cell count 20 µM 63 and Myeloid diff MLP GFP+ MAC1+ % 0.2.
O=C(N/N=C/c1cccc2ccccc12)c1cccnc1 was read as NOD2 inhibition 7.4%, Myeloid diff MLP inactive, KOR beta-arrestin-1 -7.3%, NTR1 agonist -1.1, GPR55 antagonists 1.6%, NOD1 inhibition 2.9%, T cell modulator inactive, GPR55 activation 1.3%, KOR beta-arrestin-2 14.1%, T cell modulator vesicle-bound % 23.7, NTR1 agonist cell count 20 µM 67 and Myeloid diff MLP GFP+ MAC1+ % 0.6.
`CC(C)(C)C(=O)NC(=S)Nc1sc2c(c1C(N)=O)CCC2` gave NOD2 inhibition -59.4%, Myeloid diff MLP inactive, KOR beta-arrestin-1 -8.2%, NTR1 agonist 1.0, GPR55 antagonists -1.8%, NOD1 inhibition -33.5%, T cell modulator inactive, GPR55 activation -0.1%, KOR beta-arrestin-2 -44.6%[20 µM], T cell modulator vesicle-bound % 32.5, NTR1 agonist cell count 20 µM 47 and Myeloid diff MLP GFP+ MAC1+ % 1.2.
`COc1cc(/C=C2/C(=O)NN(c3ccccc3)C2=O)cc(Br)c1O` gave NOD2 inhibition -35.3%, Myeloid diff MLP inactive, KOR beta-arrestin-1 2.6%, NTR1 agonist 1.3, GPR55 antagonists 11.9%, NOD1 inhibition 15.4%, T cell modulator inactive, GPR55 activation -0.1%, KOR beta-arrestin-2 8.2%, T cell modulator vesicle-bound % 55.9, NTR1 agonist cell count 20 µM 89 and Myeloid diff MLP GFP+ MAC1+ % 0.3.
Screening O=C(Cn1nnc(-c2ccccc2F)n1)NCc1ccco1 returned NOD2 inhibition 8.5%, Myeloid diff MLP inactive, KOR beta-arrestin-1 -5.1%, NTR1 agonist 0.2, GPR55 antagonists 0.3%, NOD1 inhibition -22.2%, T cell modulator inactive, GPR55 activation -0.2%, KOR beta-arrestin-2 -16.6%, T cell modulator vesicle-bound % 45.9, NTR1 agonist cell count 20 µM 49 and Myeloid diff MLP GFP+ MAC1+ % 0.7.
COc1ccc(-c2c3c(=O)n(C)c(=O)n(C)c3cn2Cc2cccnc2)cc1 was read as NOD2 inhibition 15.0%, KOR beta-arrestin-1 -8.7%, NTR1 agonist -1.1, GPR55 antagonists 3.0%, NOD1 inhibition -1.6%, T cell modulator inactive, GPR55 activation -0.2%, KOR beta-arrestin-2 -12.6%, T cell modulator vesicle-bound % 16.1 and NTR1 agonist cell count 20 µM 47.
Screening COCCCOc1ccnc(CS(=O)c2nc3ccccc3[nH]2)c1C (stereo unspecified) returned NOD2 inhibition -6.7%, Myeloid diff MLP inactive, KOR beta-arrestin-1 0.7%, NTR1 agonist -0.2, GPR55 antagonists -2.4%, NOD1 inhibition 31.8%, T cell modulator inactive, GPR55 activation -0.1%, KOR beta-arrestin-2 -45.1%[20 µM], T cell modulator vesicle-bound % 17.1&24.9, NTR1 agonist cell count 20 µM 69 and Myeloid diff MLP GFP+ MAC1+ % 3.4.
Screening O=C(CN1CCN(Cc2ccccc2)CC1)Nc1cccc(Br)c1 returned NOD2 inhibition -4.1%, Myeloid diff MLP inactive, KOR beta-arrestin-1 -0.2%, NTR1 agonist 3.1, GPR55 antagonists 13.9%, NOD1 inhibition -0.1%, T cell modulator inactive, GPR55 activation 0.2%, KOR beta-arrestin-2 -82.7%, T cell modulator vesicle-bound % 34.9, NTR1 agonist cell count 20 µM 52 and Myeloid diff MLP GFP+ MAC1+ % 0.3.
For Cc1ccc(C)c(N2CCN(C(=O)c3cc(S(=O)(=O)N4CCCC4)cn3C)CC2)c1 the results were NOD2 inhibition 8.1%, Myeloid diff MLP inactive, KOR beta-arrestin-1 -0.7%, NTR1 agonist 5.5, GPR55 antagonists 10.9%, NOD1 inhibition -12.9%, T cell modulator inactive, GPR55 activation 0.5%, KOR beta-arrestin-2 -14.1%[20 µM], T cell modulator vesicle-bound % 25.0, NTR1 agonist cell count 20 µM 62 and Myeloid diff MLP GFP+ MAC1+ % 7.0.
For Cc1ccccc1NC(=O)C1Cc2ccccc2CN1C(=O)c1ccco1 (stereo unspecified) the results were NOD2 inhibition -65.0%, Myeloid diff MLP inactive, KOR beta-arrestin-1 4.6%, NTR1 agonist 0.2, GPR55 antagonists -9.4%, NOD1 inhibition -54.1%, T cell modulator inactive, GPR55 activation 0.3%, KOR beta-arrestin-2 -73.1%, T cell modulator vesicle-bound % 30.9, NTR1 agonist cell count 20 µM 50 and Myeloid diff MLP GFP+ MAC1+ % 0.9.
Screening CCOC(=O)N1CCN(C(=O)c2ccc(C#CC3(O)CCCCC3)cc2)CC1 returned NOD2 inhibition -21.7%, Myeloid diff MLP inactive, KOR beta-arrestin-1 2.3%, NTR1 agonist 0.4, GPR55 antagonists 0.3%, NOD1 inhibition -30.8%, T cell modulator inactive, GPR55 activation -0.1%, KOR beta-arrestin-2 -30.4%, T cell modulator vesicle-bound % 51.1, NTR1 agonist cell count 20 µM 56 and Myeloid diff MLP GFP+ MAC1+ % 1.2.
CCOC(=O)C1(CC2CC2)CCN(Cc2ccc3cccc(F)c3n2)CC1 was read as NOD2 inhibition 8.3%, Myeloid diff MLP inactive, KOR beta-arrestin-1 -0.6%, NTR1 agonist 4.3, GPR55 antagonists 6.0%, NOD1 inhibition -28.2%, T cell modulator inactive, GPR55 activation 0.0%, KOR beta-arrestin-2 10.5%[20 µM], T cell modulator vesicle-bound % 41.0, NTR1 agonist cell count 20 µM 42 and Myeloid diff MLP GFP+ MAC1+ % 0.9.
O=C(c1ccc(Cl)s1)N1CCc2ccccc21 was read as NOD2 inhibition -80.3%, Myeloid diff MLP inactive, KOR beta-arrestin-1 -2.2%, NTR1 agonist -0.6, GPR55 antagonists -1.5%, NOD1 inhibition -40.6%, T cell modulator inactive, GPR55 activation 0.3%, KOR beta-arrestin-2 18.2%, T cell modulator vesicle-bound % 47.4, NTR1 agonist cell count 20 µM 43 and Myeloid diff MLP GFP+ MAC1+ % 6.9.
Cc1cccn2c(=O)c(/C=C(\C#N)C(=O)NC3CCS(=O)(=O)C3)c(N3CCC(C)CC3)nc12 (stereo unspecified) was read as NOD2 inhibition 2.0%, Myeloid diff MLP inactive, KOR beta-arrestin-1 1.0%, NTR1 agonist -1.0, GPR55 antagonists 15.3%, NOD1 inhibition -9.0%, T cell modulator inactive, GPR55 activation 0.2%, KOR beta-arrestin-2 -12.6%, T cell modulator vesicle-bound % 50.1, NTR1 agonist cell count 20 µM 78 and Myeloid diff MLP GFP+ MAC1+ % 2.6.
`CCc1ccccc1N(C)S(=O)(=O)c1ccc(-c2cc(C)no2)s1` gave NOD2 inhibition 7.6%, Myeloid diff MLP inconclusive, KOR beta-arrestin-1 1.4%, NTR1 agonist 2.7, GPR55 antagonists -17.8%, NOD1 inhibition 24.0%, T cell modulator inactive, GPR55 activation 0.3%, KOR beta-arrestin-2 -10.8%, T cell modulator vesicle-bound % 48.9 and NTR1 agonist cell count 20 µM 71.
Screening O=C(O)c1ccccc1NS(=O)(=O)c1ccc2ccccc2c1 returned NOD2 inhibition -52.2%, Myeloid diff MLP inactive, KOR beta-arrestin-1 -3.1%, NTR1 agonist -0.7, GPR55 antagonists 0.2%, NOD1 inhibition -43.1%, T cell modulator inactive, GPR55 activation -0.2%, KOR beta-arrestin-2 -12.2%, T cell modulator vesicle-bound % 42.6, NTR1 agonist cell count 20 µM 49 and Myeloid diff MLP GFP+ MAC1+ % 0.6.
For O=C(O)CC1NC(=S)N(c2ccccc2)C1=O (stereo unspecified) the results were NOD2 inhibition 11.1%, Myeloid diff MLP inactive, KOR beta-arrestin-1 0.0%, NTR1 agonist -0.9, GPR55 antagonists -0.5%, NOD1 inhibition 27.5%, T cell modulator inactive, GPR55 activation -0.3%, KOR beta-arrestin-2 2.1%, T cell modulator vesicle-bound % 10.9, NTR1 agonist cell count 20 µM 53 and Myeloid diff MLP GFP+ MAC1+ % 0.3.

The list is partial (hit frequency here may not be typical).
